Arr AP2 block = inhibitors of human beta-arrestin and AP2 interaction. FITC-arrestin peptide / GST-AP2 beads, flow cytometry; AP2 beta2 appendage carries R879A mutation. inhibition, % at 10 µM. 0.31% of 340,000 active;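 active means inhibition above a set limit, near 3 SD of compounds lacking own fluorescence, cut at about 54% in these data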;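 further: plate controls were DMSO wells for no effect and 5 µM unlabelled arrestin peptide for full effect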
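Measured by: flow cytometry, FL1 (488/535 nm); Material: AP2 appendage R879A on GSH beads; Evaluation: percent response; Timing: pre-incubation 12 min, peptide binding 1 h, room temperature; Also added: 50 nM FITC-arrestin peptide; Medium: PBS with 0.05% Tween 20 and 0.1% BSA.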
C-LANA FP = blocks KSHV LANA C-terminal domain binding to DNA. MBP-C-LANA/FAM-LBS DNA binding, fluorescence polarization. inhibition, % at 9 µM. 0.078% of 340,000 active;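 active means highest replicate inhibition at or above 60% at 9 µM, even if other replicates fall short; inactive means all replicates below 60% inhibition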;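 further: 0% = neutral control wells and 100% = 4 µM acridine orange control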
OPRM1-OPRD1 ag = OPRM1-OPRD1 heterodimerization agonism | activation, % at 9.3 µM | P35372+P41143 | cells, luminescence | 0.3% of 340,000 active; in the data active means activation above about 18%;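 further: 0% = vehicle-treated cells and 100% = reference agonist; values of inactives mirror those of a sister screen read the other way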
OPRM1-OPRD1 inv = mu-delta opioid heterodimer inverse agonism; P35372+P41143; cell-based MOR-DOR heterodimer luminescence; inhibition, % at 9.3 µM; 0.21% of 340,000 active; AID 504357; in the data active means inhibition above about 22%, passing the limit was not always enough;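 further: 0% = cells with DMSO and 100% = wells without cells with DMSO; values of inactives mirror those of a sister screen read the other way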
Keap1 Nrf2 FP = inhibitors of human Keap1-Nrf2 protein-protein interaction; inhibition, % at 9.4 µM; AID 504523; Q14145; Keap1 Kelch-Nrf2 peptide fluorescence polarization, 1536-well; 0.15% of 340,000 active; in the data active means inhibition above about 12%;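 further: human Keap1 Kelch domain with fluorescein labeled Nrf2 9mer peptide probe; 0% = neutral control wells and 100% = peptide positive control; higher means more block of Keap1 binding to Nrf2 peptide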
Wnt bcat act = activates Wnt/beta-catenin signaling in a reporter cell assay; activator, plate reader; activation, % at 9.35 µM; 1.2% of 300,000 active; AID 743398; in the data active means activation above about 30%, passing the limit was not always enough;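 further: 0% = neutral control wells and 100% = positive control wells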
RTF Ca sens inh = cardiac RTF calcium desensitization; 0.12% of 340,000 active; AID 493244; P19429+P45379; IANBD-labeled cardiac RTF, Ca2+ fluorescence; inhibition, % at 7.15 µM;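 active means inhibition above the mean inhibition of all tested compounds plus 3 SD, cut at about 17% in these data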;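 further: assay run at fixed EC70 calcium of 1.6 mM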
DSG3 Ab inh = human desmoglein-3 autoantibody binding inhibition; P32926; DSG3-coupled beads, scFv-anti-DSG3-GFP binding, flow cytometry; active compounds read low; binding (percent of control), % at 10 µM; 0.48% of 310,000 active; AID 588358;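 active means binding more than 3 SD below its plate's average and above zero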;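 further: hits lower antibody fragment binding to DSG3; some compounds called inactive have numbers as strong as hits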
Target sequence (P32926 whole entry, looked up, the tested form may be a part): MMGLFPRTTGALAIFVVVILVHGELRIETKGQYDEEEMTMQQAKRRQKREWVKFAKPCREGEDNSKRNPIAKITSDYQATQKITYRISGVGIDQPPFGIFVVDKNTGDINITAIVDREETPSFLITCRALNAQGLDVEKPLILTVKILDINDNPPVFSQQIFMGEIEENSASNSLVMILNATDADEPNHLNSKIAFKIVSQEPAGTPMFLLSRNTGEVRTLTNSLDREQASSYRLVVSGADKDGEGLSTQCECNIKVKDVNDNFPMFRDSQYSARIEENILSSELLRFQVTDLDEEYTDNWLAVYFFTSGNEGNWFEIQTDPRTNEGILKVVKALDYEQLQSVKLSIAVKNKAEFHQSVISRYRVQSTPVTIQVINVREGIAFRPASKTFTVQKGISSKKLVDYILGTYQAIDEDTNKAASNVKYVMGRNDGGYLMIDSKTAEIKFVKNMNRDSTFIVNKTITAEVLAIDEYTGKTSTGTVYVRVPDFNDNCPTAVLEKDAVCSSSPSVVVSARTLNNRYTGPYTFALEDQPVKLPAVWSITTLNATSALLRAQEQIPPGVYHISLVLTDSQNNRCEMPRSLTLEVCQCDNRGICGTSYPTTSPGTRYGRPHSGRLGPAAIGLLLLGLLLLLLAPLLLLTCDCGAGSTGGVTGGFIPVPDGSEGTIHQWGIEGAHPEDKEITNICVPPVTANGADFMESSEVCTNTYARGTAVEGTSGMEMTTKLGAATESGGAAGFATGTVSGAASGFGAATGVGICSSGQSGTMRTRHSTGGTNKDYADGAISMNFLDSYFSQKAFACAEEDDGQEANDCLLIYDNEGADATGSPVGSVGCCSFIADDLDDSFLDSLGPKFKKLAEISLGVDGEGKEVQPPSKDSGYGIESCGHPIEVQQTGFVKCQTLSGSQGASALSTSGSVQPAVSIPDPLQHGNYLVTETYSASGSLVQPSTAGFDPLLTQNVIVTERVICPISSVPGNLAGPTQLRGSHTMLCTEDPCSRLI
V-ATPase pHluor = alters yeast V-ATPase proton transport; S. cerevisiae, pHLuorin cytosolic pH fluorescence; response, % at 10 µM; 0.37% of 350,000 active; AID 504577; in the data active means response mostly above about 7.3%, no sharp cut-off; inactive means mostly below about 5.4%; further: actives read high; inactives centre near 0; some compounds called inactive have numbers as strong as hits; reference of the scale not given here
RTF Ca sens act = increases calcium sensitivity of human cardiac regulated thin filaments; IANBD-labeled TnC RTF fluorescence at EC20 calcium; 0% EC20 calcium, 100% full calcium; activation, % at 7.2 µM; 0.24% of 340,000 active; AID 493008;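 active means activation above the mean over all tested compounds plus 3 SD, cut at about 30% in these data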;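 further: rise in fluorescence read as greater calcium sensitivity of cardiac thin filaments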
Active calls of the source: *; x = not tested or not shown.

(1) COC(=O)c1sc(C(F)(F)F)c(-c2ccccc2)c1S(=O)(=O)N1CCCC1
(2) COc1ccc(Br)cc1C(=O)Nc1ccc(N2CCCC2)cc1
(3) CCc1cccc2c(C=C(C#N)C#N)cn(CC(=O)N3CCCCC3)c12
(4) O=C(COC(=O)c1ccccc1O)Nc1ccc(OC(F)F)cc1
(5) COc1cc(CNCCO)ccc1OCCc1ccccc1
Assay by compound	1	2	3	4	5
Arr AP2 block	4	-3	9	3	2
C-LANA FP	0.9	-1.4	-0.2	0.2	-2.3
OPRM1-OPRD1 ag	3.9	-1.2	1.4	5.0	-2.3
OPRM1-OPRD1 inv	-21	6	-9	-23	11
Keap1 Nrf2 FP	-3	-2	-4	-2	-4
Wnt bcat act	-2	-7	-5	10	-1
RTF Ca sens inh	-6	4	-5	-8	-7
DSG3 Ab inh	111	96	91	x	95
V-ATPase pHluor	-4	-3	-2	3	-1
RTF Ca sens act	5	-2	6	-3	5

(6) Cn1c(SCC(=O)c2ccccc2)nnc1-c1cnccn1
(7) COC(=O)c1cc(-c2ccc(OC)cc2F)nc2nc(SC)[nH]c(=O)c12
(8) COc1ccc2c(c1)CC/C(=C\c1ccc(OC)c(Cn3cccn3)c1)C2=O
(9) COCC(O)CSc1c([N+](=O)[O-])nc(C)n1Cc1ccc(OC)c([N+](=O)[O-])c1 (stereo not drawn)
(10) CCOC(=O)CNC(=O)CSc1nnnn1-c1cc(C)ccc1C
Assay by compound	6	7	8	9	10
Arr AP2 block	2	-4	17	17	25
C-LANA FP	1.0	0.2	2.5	0.8	0.2
OPRM1-OPRD1 ag	-1.5	-0.7	-0.8	-2.0	-0.5
OPRM1-OPRD1 inv	8	6	5	11	3
Keap1 Nrf2 FP	0	-2	1	-3	0
Wnt bcat act	29	-2	x	x	x
RTF Ca sens inh	-13	-14	14	12	8
DSG3 Ab inh	104	99	x	118	102
V-ATPase pHluor	2	3	-4	-1	-1
RTF Ca sens act	5	1	-2	-7	-3

(11) CCCCCC(=O)NN=C1CCN(Cc2ccccc2)CC1
(12) O=C(NC12CC3CC(CC(C3)C1)C2)N1CCN(C(=O)c2ccco2)CC1
(13) COc1ccc(-c2nc(C#N)c(N3CCc4ccccc4C3)o2)cc1OC
(14) O=C(CCC(=O)N(CC(=O)NC1CCCCC1)Cc1cccs1)Nc1ccccn1
(15) O=C(NNC(=O)c1cc(-c2ccncc2)nc2ccccc12)c1ccccc1O
Assay by compound	11	12	13	14	15
Arr AP2 block	-2	3	3	5	-2
C-LANA FP	0.9	0.5	1.1	-0.1	1.5
OPRM1-OPRD1 ag	-0.8	3.3	-1.9	-3.8	-3.7
OPRM1-OPRD1 inv	4	-24	9	20	20
Keap1 Nrf2 FP	-2	-6	-6	-7	5
Wnt bcat act	-1	-4	x	0	-6
RTF Ca sens inh	-4	-16	-3	-3	0
DSG3 Ab inh	106	92	113	99	92
V-ATPase pHluor	4	1	-2	-3	-1
RTF Ca sens act	-3	-4	0	3	-1

(16) CC(C)(C)c1ccc(C(=O)NCC(=O)N2CCC3(CC2)NCCc2[nH]cnc23)cc1
(17) Cc1nn(CC(=O)Nc2nnc(CC(=O)N3CCCC3)s2)c(=O)c2ccccc12
(18) COc1ccc(N2C(=O)C(Cl)=C(N(CCO)Cc3ccccc3)C2=O)cc1
(19) Cc1cccn2c(=O)c3cc(C(N)=S)c(=N)n(CCCN4CCOCC4)c3nc12
(20) O=C(c1cc(-c2cccc(O)c2)on1)N1CCc2ccccc2C1
Assay by compound	16	17	18	19	20
Arr AP2 block	16	24	-2	21	3
C-LANA FP	0.4	0.4	1.2	-8.6	-0.1
OPRM1-OPRD1 ag	-3.4	-1.8	-0.8	-2.8	6.3
OPRM1-OPRD1 inv	18	9	4	14	-32
Keap1 Nrf2 FP	2	0	4	-3	-2
Wnt bcat act	1	0	-10	-2	2
RTF Ca sens inh	1	0	-9	-16	3
DSG3 Ab inh	x	99	97	91	102
V-ATPase pHluor	-6	-3	-5	0	-1
RTF Ca sens act	-4	-5	2	2	10

(21) CCC(OC(=O)c1nsc(Cl)c1Cl)C(=O)NC(C)(C)CC (stereo not drawn)
(22) Cc1onc(-c2ccccc2Cl)c1C(=O)Nc1ccc(N2CCOCC2)cc1
(23) CS(=O)(=O)N1CCN(C(=O)c2ccc(F)cc2)CC1
(24) CCCC(=O)NC(=S)Nc1nc(-c2ccc(OC)cc2)cs1
(25) Cn1cc(S(=O)(=O)NCc2ccc(F)cc2)c(=O)n(C)c1=O
Assay by compound	21	22	23	24	25
Arr AP2 block	24	-7	12	4	-11
C-LANA FP	0.9	-1.9	2.8	0.3	-1.5
OPRM1-OPRD1 ag	1.4	-1.4	-0.6	-1.6	-1.7
OPRM1-OPRD1 inv	-8	8	3	9	9
Keap1 Nrf2 FP	-3	-1	1	-2	-3
Wnt bcat act	1	x	-1	9	-4
RTF Ca sens inh	3	-8	-10	-3	-6
DSG3 Ab inh	98	107	111	96	96
V-ATPase pHluor	-1	0	1	2	3
RTF Ca sens act	-1	8	3	2	-1

(26) O=c1c2ccccc2c(-c2cccc(C(F)(F)F)c2)nn1-c1ccccc1
(27) Cc1ccc(S(=O)(=O)NC(C)C(=O)OCC(=O)N(C)c2ccccc2)cc1 (stereo not drawn)
(28) CC1=CC(=C2C(=O)c3ccccc3C2=O)C=C(C)O1
(29) COc1cc(C(=O)Nc2ccccn2)cc(OC)c1OC
(30) CCCCc1ccc(Nc2ncccc2C#N)cc1
Assay by compound	26	27	28	29	30
Arr AP2 block	-7	-3	9	-4	6
C-LANA FP	-1.0	0.1	2.3	0.0	0.6
OPRM1-OPRD1 ag	2.5	0.0	-1.2	-1.1	2.6
OPRM1-OPRD1 inv	-12	0	7	6	-15
Keap1 Nrf2 FP	-2	0	-2	-5	0
Wnt bcat act	-3	0	x	-4	x
RTF Ca sens inh	5	1	13	-1	-15
DSG3 Ab inh	x	102	x	96	104
V-ATPase pHluor	-2	-5	-4	1	9
RTF Ca sens act	-8	6	-5	3	-1

(31) O=C(Nc1cccc(F)c1)C1C2C=CC3(CN(CCCN4CCOCC4)C(=O)C13)O2 (stereo not drawn)
(32) N#CCCN(Cc1cccnc1)S(=O)(=O)c1ccc(S(=O)(=O)N2CCCCCC2)cc1
(33) CCc1ccc([C@H]2C(C(=O)O)=C[C@@H](CC)N2S(=O)(=O)c2ccc(C)cc2)cc1
(34) Cc1nc(CSc2ccccc2)cc(=O)[nH]1
(35) CCOC(=O)C1CCN(C(=O)CCNS(=O)(=O)c2ccc(C)cc2)CC1
Assay by compound	31	32	33	34	35
Arr AP2 block	-2	7	6	0	-1
C-LANA FP	-0.8	0.3	0.6	0.1	-1.4
OPRM1-OPRD1 ag	-0.6	-1.6	-2.4	-0.6	-1.2
OPRM1-OPRD1 inv	3	9	11	4	5
Keap1 Nrf2 FP	3	5	4	-2	-6
Wnt bcat act	5	-7	0	0	-1
RTF Ca sens inh	-11	-1	-4	-6	0
DSG3 Ab inh	98	95	105	104	102
V-ATPase pHluor	-1	-2	2	-3	4
RTF Ca sens act	2	2	-2	-5	7

(36) O=C(CSc1ccc(Cl)cc1)NNC(=O)c1cccnc1
(37) CCn1cc(CCC(=O)NCc2ccccc2OC)c2ccccc21
(38) CC(C)/C(=N\NS(=O)(=O)c1ccc(Br)cc1)c1cccs1
(39) Cc1cccc(C)c1NC(=S)N/N=C/c1c(Cl)cccc1Cl
(40) Cc1ccc(-c2cc(=O)[nH]c(NCc3ccccc3)n2)cc1
Assay by compound	36	37	38	39	40
Arr AP2 block	9	2	21	1	-12
C-LANA FP	0.3	-0.3	1.1	1.2	-0.4
OPRM1-OPRD1 ag	-0.4	0.4	-0.4	0.5	5.0
OPRM1-OPRD1 inv	2	-2	2	-3	-27
Keap1 Nrf2 FP	1	6	-1	2	-2
Wnt bcat act	0	-1	-1	-5	0
RTF Ca sens inh	-1	2	0	-33	-5
DSG3 Ab inh	118	98	104	109	112
V-ATPase pHluor	-4	-1	2	-2	1
RTF Ca sens act	1	5	-4	-4	-4

(41) Cc1c(NC2=NC(C)(C)Cc3ccccc32)c(=O)n(-c2ccccc2)n1C
(42) O=C(CN(C(=O)CNC(=O)c1ccco1)c1ccc(F)c(Cl)c1)NC1CCCCC1
(43) COCCNC(=O)CN1CCC(NC(=O)Nc2ccccc2)CC1
(44) Cc1cc(Nc2ccccc2)n(C(=O)c2ccccc2)n1
(45) COc1ccc(CCNC(=O)C2CCN(S(=O)(=O)c3ccc(OC)cc3)CC2)cc1
Assay by compound	41	42	43	44	45
Arr AP2 block	17	-6	34	-3	5
C-LANA FP	0.2	1.3	0.9	-1.9	0.9
OPRM1-OPRD1 ag	-2.9	-3.2	-2.9	2.5	0.1
OPRM1-OPRD1 inv	14	17	13	-13	0
Keap1 Nrf2 FP	2	5	-2	-2	3
Wnt bcat act	-1	0	x	x	-1
RTF Ca sens inh	-13	-3	-4	-4	-4
DSG3 Ab inh	101	102	101	106	112
V-ATPase pHluor	-1	2	-2	0	-6
RTF Ca sens act	5	-7	1	-1	6

(46) O=C(CN1C(=O)c2ccccc2S1(=O)=O)c1ccccc1
(47) Cc1ccc(Nc2nc3ccccc3n3cnnc23)cc1Cl
(48) Cc1cccc(C)c1OCc1cc(C(=O)NCc2ccc(Cl)s2)no1
(49) COC(=O)CC1SCCNC1=O (stereo not drawn)
(50) O=C(COc1ccc(Br)cc1)NNC(=S)NC(=O)c1ccccc1[N+](=O)[O-]
Assay by compound	46	47	48	49	50
Arr AP2 block	-1	8	-4	2	27
C-LANA FP	0.1	-1.7	-0.5	-1.3	1.2
OPRM1-OPRD1 ag	0.1	0.1	1.2	-2.5	-5.2
OPRM1-OPRD1 inv	-1	-1	-6	14	26
Keap1 Nrf2 FP	1	-1	-6	-3	1
Wnt bcat act	1	-5	3	x	-1
RTF Ca sens inh	3	-9	-1	5	-5
DSG3 Ab inh	96	104	101	128	96
V-ATPase pHluor	-5	-2	-2	1	2
RTF Ca sens act	-1	0	5	-2	1
